TrxR1 inh: rat TrxR1 inhibition. O89049. 390,000 tested, 1% active. Potency, µM (titrated, usually from 114 µM), for inactives: at the top dose activity change, negative = inhibition, most hits filed as inhibitors. recombinant rTrxR1, NADPH fluorescence consumption, selenite substrate; further: on the % scale 0 is the no-effect control and ±100 the full control effect; nearly all actives have a fitted effect of over 65% in size
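Rat TrxR1 (90 nM in the dispensed reagent) was pre-reduced with 400 uM NADPH for 5 min at room temperature, then incubated with compound for 15 min. After 400 uM selenite was added, NADPH fluorescence (Ex 340/Em 450 nm) was followed for 8 min.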
RXFP1 agonist: RXFP1 (human) receptor agonism; Q9HBX9; HEK293T-RXFP1 cAMP TR-FRET, 30 min; response scale: percent of porcine relaxin response, buffer zero; Potency, µM (series often up to 57.5 µM), without a hit: top-dose activation, hits mostly activators; 370,000 tested, 0.3% active; AID 2676; further: on the % scale 0 is the no-effect control and ±100 the full control effect; nearly all actives have a fitted effect of over 60% in size; many of its hits are not listed in these tables
Target sequence (Q9HBX9 whole entry, looked up): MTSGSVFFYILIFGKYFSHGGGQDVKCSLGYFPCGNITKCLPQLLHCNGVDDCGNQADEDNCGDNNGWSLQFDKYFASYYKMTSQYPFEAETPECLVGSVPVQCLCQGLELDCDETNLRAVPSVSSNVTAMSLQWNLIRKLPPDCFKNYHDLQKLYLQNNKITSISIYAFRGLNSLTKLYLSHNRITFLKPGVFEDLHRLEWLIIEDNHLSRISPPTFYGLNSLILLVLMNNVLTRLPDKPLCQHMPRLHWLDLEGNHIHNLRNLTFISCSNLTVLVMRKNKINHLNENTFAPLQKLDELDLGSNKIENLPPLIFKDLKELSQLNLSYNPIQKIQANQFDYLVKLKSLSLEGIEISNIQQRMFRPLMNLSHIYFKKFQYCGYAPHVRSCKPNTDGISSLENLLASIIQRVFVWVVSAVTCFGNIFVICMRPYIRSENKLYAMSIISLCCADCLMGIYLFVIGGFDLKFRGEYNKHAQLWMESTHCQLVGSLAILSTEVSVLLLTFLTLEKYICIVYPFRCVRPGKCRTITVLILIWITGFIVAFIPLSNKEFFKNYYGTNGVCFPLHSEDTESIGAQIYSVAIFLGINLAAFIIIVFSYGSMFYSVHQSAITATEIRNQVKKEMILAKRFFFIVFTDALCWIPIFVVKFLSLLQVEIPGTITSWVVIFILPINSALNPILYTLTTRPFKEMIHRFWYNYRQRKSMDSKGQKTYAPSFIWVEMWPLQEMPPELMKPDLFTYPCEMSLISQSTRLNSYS
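HEK293 cells stably expressing RXFP1, treated 30 min at 37C with compounds plus PDE4 inhibitor Ro 20174; cAMP measured by HTRF TR-FRET. Normalized to buffer and 29 nM porcine relaxin; EC50 by Hill fit.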
Vif-A3G inh: blocks the Vif interaction with human APOBEC3G. Q9HC16. HeLa A3G-eYFP + Vif (tagged APOBEC3G with the HIV-1 protein that degrades it), YFP fluorescence, overnight. Potency, µM (top dose mostly 46.1 µM), inactives show top-dose activity, negative = active, usual class: inhibitors. 410,000 tested, 0.076% active;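 further: on the % scale 0 is the no-effect control and ±100 the full control effect; nearly all actives have a fitted effect of over 60% in size; hits raise eYFP signal because A3G escapes Vif-driven loss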
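HeLa cells stably expressing Vif and C-terminally eYFP-tagged A3G, seeded overnight at 37 deg C, then exposed to compound by pintool overnight at 37 deg C. Rise in yellow fluorescence (Ex 488/Em 500-530, Acumen) marks blocked Vif-driven A3G degradation.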
USP1-UAF1 inh: USP1/UAF1 (human) deubiquitinase inhibition; O94782; recombinant USP1/UAF1, Ub-Rhodamine cleavage fluorescence; Potency, µM (doses to about 57.1 µM), for inactives: at the highest dose activity change, negative = inhibition, actives largely listed as inhibitors; 390,000 tested, 0.23% active; further: on the % scale 0 is the no-effect control and ±100 the full control effect; nearly all actives have a fitted effect of over 60% in size; inactives centre near -12
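1 nM enzyme complex + cpd, 15 min RT; start with Ub-Rho 150nM final; kinetic fluorescence ex 480/em 540, 6 reads q60 s. Buffer 50mM HEPES pH 7.8, 0.5mM EDTA, 0.1 mg/ml BSA, 1mM TCEP, 0.01% Tween-20.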
Vif-A3F inh: inhibitors of Vif-A3F interaction. HeLa A3F-eYFP + Vif (tagged APOBEC3F with the HIV-1 protein that degrades it), YFP fluorescence increase. Potency, µM (highest dose often 46.1 µM), for inactives: at the top dose activity, negative = active. 390,000 tested, 0.2% active. AID 602313; further: % of control where 0% means no effect; nearly all actives have a fitted effect of over 65% in size
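HeLa cells stably expressing Vif plus C-terminally eYFP-tagged A3F were seeded, incubated overnight at 37 deg C, dosed with compound, incubated overnight again at 37 deg C. Yellow fluorescence (Ex 488/Em 500-530) reported blocked Vif-mediated A3F-eYFP degradation.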
TrxR1 substrate: is turned over as a substrate by rat TrxR1; purified TrxR1 substrate turnover, NADPH consumption readout; Potency, µM (titrated, usually from 114 µM), for the others: top-dose activity change, negative = substrate turnover; 390,000 tested, 0.01% active; further: on the % scale 0 is the no-effect control and ±100 the full control effect; nearly all actives have a fitted effect of over 50% in size
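Rat TrxR1, dispensed at 90 nM, was prereduced with 400 uM NADPH (final) for 5 min at ~22 deg C, then incubated with compound 15 min before 400 uM selenite. A first-read NADPH fluorescence drop versus no-compound background flagged substrates.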
IDH1 R132H inh: inhibitors of human mutant IDH1 R132H. AID 602179. Potency, µM (highest dose often 76.6 µM), for the others: at the top dose activity change, negative = inhibition, actives largely listed as inhibitors. IDH1-R132H enzyme, NADPH consumption, diaphorase/resazurin fluorescence. O75874. 390,000 tested, 0.093% active; further: on the % scale 0 is the no-effect control and ±100 the full control effect; nearly all actives have a fitted effect of over 65% in size
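IDH1-R132H (0.5 ug/mL dispensed) in pH 7.5 Tris buffer was preincubated 30 min with compound, then given a substrate mix of 0.016 mM NADPH and 2 mM alpha-KG for 80 min at room temperature; remaining NADPH was read by diaphorase/resazurin fluorescence.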
RGS4 inhibitor: human RGS4 inhibition | 390,000 tested, 0.039% active | Potency, µM (doses to about 114 µM), for the others: top-dose activity change, negative = inhibition, usual class: inhibitors | P49798 | Transcreener GDP fluorescence polarization, RGS4-accelerated GTP hydrolysis; further: on the % scale 0 is the no-effect control and ±100 the full control effect; nearly all actives have a fitted effect of over 75% in size; some results filed as inactive show a strong effect at the top dose
Target sequence (P49798 whole entry, looked up): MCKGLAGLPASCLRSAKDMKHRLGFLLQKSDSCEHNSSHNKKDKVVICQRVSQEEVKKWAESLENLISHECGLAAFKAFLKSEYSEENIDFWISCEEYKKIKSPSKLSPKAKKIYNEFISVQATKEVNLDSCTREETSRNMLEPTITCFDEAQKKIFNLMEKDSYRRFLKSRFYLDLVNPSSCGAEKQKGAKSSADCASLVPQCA
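MLSMR compounds (23 nl, pin-transferred) preincubated 10 min at room temperature with a 500nM (2x) first reagent, then RGS4 at 900nM (2x) plus Transcreener GDP mix added; fluorescence polarization (620/688 nm) read before and after 90 min at 30 °C.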
12-LOX inh: inhibitors of human 12S-lipoxygenase ALOX12. Potency, µM (doses to about 108 µM), for inactives: top-dose activity change, negative = inhibition, hits mostly inhibitors. purified 12hLO, xylenol orange hydroperoxide absorbance. 580,000 tested, 1.1% active. P18054. AID 1671190; further: on the % scale 0 is the no-effect control and ±100 the full control effect
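Purified human 12hLO (150 nM final) in 25 mM Hepes, 0.01% Triton X-100, pH 7.0 was preincubated 15 min at room temperature with compound. Then 40 uM arachidonic acid was added, 30 min. Hydroperoxide was read by Fe-XO absorbance ratio 573/405 nm.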
Numbers without * were called inactive; ? = inconclusive; · = no result given; & = joins results of further samples; [ ] = dose if it differs, or a comment. The call rests on the fitted dose curve; in most records, active means well fitted curve in the direction sought with a large enough effect; inconclusive means small, poorly fitted or top-dose-only effect, or another doubt; inactive means no such curve, though single readings can be large; an effect the other way counts as inactive or inconclusive. Potency means the concentration at half of the fitted maximal effect. A portion of the library (hit frequency here may not be typical).

SMILES	TrxR1 inh	RXFP1 agonist	Vif-A3G inh	USP1-UAF1 inh	Vif-A3F inh	TrxR1 substrate	IDH1 R132H inh	RGS4 inhibitor	12-LOX inh
COc1ccc(N2CCN(C(=O)COc3ccc4ccccc4c3)CC2)cc1	-10%	2.6%	0%	-1%	2%	-9%	1%	13%	-3%
O=C(N/N=C/c1cccc(NC(=O)c2ccc(Cl)cc2)c1)c1ccc(O)cc1	20%	-2.9%	-7%	-23%	1%	3%	-1%	-23%	0%
Cc1nc(CN2CCCCC2)cc(=O)[nH]1	-5%[57.1 µM]	-1.4%	-6%	-8%	19%	-8%[57.1 µM]	-4%	7%	-12%
Cc1cc(C)cc(Nc2cc(C)nc3nc(C)nn23)c1	11%[57.1 µM]	-0.5%	-6%	-6%	4%	1%[57.1 µM]	9%	6%	-114%
CCN(CC)CC1CN(N=Cc2ccc([N+](=O)[O-])o2)C(=O)O1 (stereo not given)	-37%[57.1 µM]	·	3%	-20%	-7%	3%[2.29 µM]	-7%	13%	12%
Cn1ccnc1SCC(=O)Nc1ccc(Br)cc1C(F)(F)F	-7%	0.4%	0%	-6%	1%	-8%	6%	-8%	·
CC(=O)N1CCN(c2ccc(NC(=O)c3ccc([N+](=O)[O-])cc3Cl)cc2)CC1	8%	-1.6%	-6%	1%	7%	-2%	-17%	-6%	?
Fc1ccccc1CN1CCN(c2ncccn2)CC1	8%[57.1 µM]	0.0%	-4%	-13%	11%	4%[57.1 µM]	23%	7%	0.56µM*
NS(=O)(=O)c1ccc(CCNC(=O)c2ccc3c(c2)OCCO3)cc1	26%[57.1 µM]	0.6%	4%	-21%	2%	-16%[57.1 µM]	6%	3%	-2%
CC(=O)N1CCOc2cc(S(=O)(=O)NC(C)c3ccccc3)c(Cl)cc21 (stereo not given)	9%[57.1 µM]	-0.9%&1.9%	3%&1%	-9%&-11%	-14%&7%	-6%&4%	8%&7%	18%&-19%	6%&-20%
Cc1ccc(C(=O)NNC(=O)CSc2nnc(C3CC3)n2C)cc1	16%	3.1%	0%	-32%	?	7%	8%	-22%	-24%
CN(Cc1cnccn1)Cc1c(C(=O)N2CCc3ccccc3C2)nc2ccc(Cl)cn12	13%	4.4%	1%	-12%	-2%	2%	-4%	-28%	-4%

12-LOX inh, what is marked active above
| smiles | TrxR1 inh | USP1-UAF1 inh | TrxR1 substrate | IDH1 R132H inh | RGS4 inhibitor | 12-LOX inh |
| --- | --- | --- | --- | --- | --- | --- |
| Fc1ccccc1CN1CCN(c2ncccn2)CC1 | 8%[57.1 µM] | -13% | 4%[57.1 µM] | 23% | 7% | 0.56µM* |

(more compounds)
SMILES	TrxR1 inh	RXFP1 agonist	Vif-A3G inh	USP1-UAF1 inh	Vif-A3F inh	TrxR1 substrate	IDH1 R132H inh	RGS4 inhibitor	12-LOX inh
Cc1sc2ncnc(N3CCC(C(=O)Nc4nnc(CC(C)C)s4)CC3)c2c1C	6%[57.1 µM]	3.5%	0%	-14%	6%	2%[57.1 µM]	-5%	-14%	2%
O=C(NCc1ccco1)c1cc2nc(C3CC3)cc(C(F)(F)F)n2n1	13%[57.1 µM]	3.1%	1%	-18%	-4%	17%[57.1 µM]	5%	?	0%
CCC(C)NC(=O)CSc1nc2c(sc3ccccc32)c(=O)n1CCCN1CCOCC1 (stereo not given)	0%	11%	-1%	-14%	-1%	-4%	7%	-45%	3%
CC1CCN(S(=O)(=O)c2ccc3nc(N4CCN(c5ccc(F)cc5)CC4)ccc3c2)CC1	2%[57.1 µM]	?	0%	-21%	3%	-3%[57.1 µM]	7%	-5%	-19%
COC(=O)c1ccc(NC(=O)Cn2c(=O)nc(-c3ccccc3)c3ccccc32)cc1	11%[57.1 µM]	25%	-16%	-19%	-1%	4%[57.1 µM]	7%	1%	-1%
CC(=O)Nc1ccc(C(=O)N/C(=C\c2ccccc2)C(=O)Nc2cccc(C(=O)O)c2)cc1	20%	-4.7%	-1%	-18%	-8%	9%	5%	4%	0%
COc1ccc(N2CCN(C3CCCN(Cc4cccc(C)c4)C3)CC2)cc1 (stereo not given)	-9%	-1.8%	5%	-7%	1%	-5%	3%	-9%	11%
CCOC(=O)C1CCN(C(=O)CCNC(=O)c2ccccc2OC)CC1	3%	·	0%	0%	-8%	-7%	-7%	18%	14%
Nc1ccn(Cc2ccccc2)n1	1%	0.5%	-4%	-6%	13%	-1%	-9%	23%	-1%
COc1cccc(NC(=O)CN(C)S(=O)(=O)/C=C/c2ccccc2)c1	29%	0.2%	-1%	-20%	1%	-3%	-1%	23%	-14%
CCN(CC)CCC(=O)N1c2ccccc2Sc2ccc(NC(=O)OC)cc21	-1%	0.3%	-19%	-22%	0%	2%	1%	-3%	28µM*
COc1ccc(CCNC(=O)c2cc(=O)c3cc(C)cc(C)c3o2)cc1OC	7%	0.3%	-4%	-9%	-5%	2%	0%	3%	-12%

Structures from the list above with a furan ring, fused or not (2):
SMILES	TrxR1 inh	RXFP1 agonist	Vif-A3G inh	USP1-UAF1 inh	Vif-A3F inh	TrxR1 substrate	IDH1 R132H inh	RGS4 inhibitor	12-LOX inh
CCN(CC)CC1CN(N=Cc2ccc([N+](=O)[O-])o2)C(=O)O1 (stereo not given)	-37%[57.1 µM]	·	3%	-20%	-7%	3%[2.29 µM]	-7%	13%	12%
O=C(NCc1ccco1)c1cc2nc(C3CC3)cc(C(F)(F)F)n2n1	13%[57.1 µM]	3.1%	1%	-18%	-4%	17%[57.1 µM]	5%	?	0%

Further results follow.
SMILES	TrxR1 inh	RXFP1 agonist	Vif-A3G inh	USP1-UAF1 inh	Vif-A3F inh	TrxR1 substrate	IDH1 R132H inh	RGS4 inhibitor	12-LOX inh
COc1ccc(N(CC(=O)Nc2ccc3c(c2)OCO3)S(=O)(=O)c2ccccc2)cc1OC	17%	-0.2%	-7%	-19%	4%	3%	0%	18%	10%
COc1ccccc1NC(=O)c1ccc(N2CC3CC(C2)c2cccc(=O)n2C3)c(NC(=O)c2ccncc2)c1 (stereo not given)	22%	-1.8%	1%	-18%	-4%	-1%	-3%	-16%	0%
CCOc1ccc(NC(=O)C(=O)c2cc(C)n(-c3cc(C)cc(C)c3)c2C)cc1	15%	?	-3%	-6%	4%	7%	-10%	-12%	?
CCOC(=O)C1CCCN(c2nc3ccccc3nc2C(C#N)C(=O)OC(C)C)C1 (stereo not given)	-7%	0.0%	0%	-2%	-20%	-11%	7%	19%	-3%
CS(=O)(=O)N1CCN(C2Cc3ccccc3C2)CC1	0%	2.9%	0%	-11%	0%	5%	4%	-18%	16%
COc1ccc(NC(=O)CN2C(=O)NC3(CCCC3)C2=O)cc1S(=O)(=O)N1CCCCC1	9%	0.0%	-6%	-14%	-10%	5%	24%	-11%	-22%
CCCNC(=O)NS(=O)(=O)c1ccc(Cl)cc1	17%[57.1 µM]	4.4%	1%	-19%	0%	8%[57.1 µM]	14%	10%[56.9 µM]	6%
O=C(COc1nsnc1N1CCOCC1)N/N=C/c1ccccc1O	-5%	0.1%	-2%	-1%	?	3%	1%	9%	2%
O=C(CN1CCC(n2nnc3cc(F)ccc32)CC1)NNC(=O)c1ccccc1	15%	1.0%	-1%	-17%	-13%	7%	4%	19%	3%
CC(C)c1ccc(Nc2c(-c3ccco3)nc3ccccn23)cc1	-19%	7.3%	-2%	-22%	-1%	35%[activator]	4%	?	?
O=C(CSc1nnc2ccccn12)NNC(=O)c1ccc(Br)cc1	20%	3.9%	6%	-2%	10%	3%	-1%	18%	7%
COC(=O)CCN(C(=O)c1ccc(C)c([N+](=O)[O-])c1)c1ccccn1	22%	3.9%	2%	-7%	0%	1%	-3%	12%	12%

Record cards, from the list above. Order of values: TrxR1 inh | RXFP1 agonist | Vif-A3G inh | USP1-UAF1 inh | Vif-A3F inh | TrxR1 substrate | IDH1 R132H inh | RGS4 inhibitor | 12-LOX inh
`CCCNC(=O)NS(=O)(=O)c1ccc(Cl)cc1` is listed as 17%[57.1 µM] | 4.4% | 1% | -19% | 0% | 8%[57.1 µM] | 14% | 10%[56.9 µM] | 6%
`COc1ccc(N(CC(=O)Nc2ccc3c(c2)OCO3)S(=O)(=O)c2ccccc2)cc1OC` is listed as 17% | -0.2% | -7% | -19% | 4% | 3% | 0% | 18% | 10%
`O=C(CN1CCC(n2nnc3cc(F)ccc32)CC1)NNC(=O)c1ccccc1` is listed as 15% | 1.0% | -1% | -17% | -13% | 7% | 4% | 19% | 3%

An excerpt of these results, with two lines to a compound.
Second line of a record: TrxR1 inh	RXFP1 agonist	Vif-A3G inh	USP1-UAF1 inh	Vif-A3F inh	TrxR1 substrate	IDH1 R132H inh	RGS4 inhibitor	12-LOX inh
> O=C(CSc1nnc2ccccn12)NNC(=O)c1ccc(Br)cc1
    20%	3.9%	6%	-2%	10%	3%	-1%	18%	7%
> O=C(CN1CCC(n2nnc3cc(F)ccc32)CC1)NNC(=O)c1ccccc1
    15%	1.0%	-1%	-17%	-13%	7%	4%	19%	3%
